TDP-43 yeast inh = inhibitors of TDP-43 toxicity in yeast | hit rate 1.8% among 410,000 | TDP-43 expressing yeast growth rescue, BacTiter-Glo, 24 h | Potency, µM (highest dose often 46.1 µM), inactives show at the highest dose growth rescue (activation), actives largely listed as activators; note: % of control where 0% means no effect; nearly all actives have a fitted effect of over 50% in size
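Growth rescue of TDP-43-toxic yeast measured as ATP luminescence (BacTiter-Glo). Cells grown to mid-log in raffinose, induced in galactose at OD600=0.02, exposed to compound 24 hr at 30 deg C.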
EPAC2 antagonist = blocks human EPAC2 exchange factor; AID 720708; hit rate 0.18% among 360,000; EPAC2 GEF exchange of Rap1B-BODIPY-GDP, fluorescence; Potency, µM (series often up to 114 µM), without a hit: at the highest dose activity, negative = inhibition, most hits filed as inhibitors; Q8WZA2; note: % is set by controls: 0 for no effect and ±100 for the full control effect; nearly all actives have a fitted effect of over 45% in size; many of its hits are not listed in these tables
FUS suppressor = rescues growth of FUS-expressing yeast; hit rate 0.24% among 390,000; S. cerevisiae FUS-expressing, growth rescue, OD600, 24 h; Potency, µM (doses to about 76.6 µM), for inactives: at the highest dose growth rescue (activation), most hits filed as activators;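 note: plate controls were DMSO vehicle for no effect and reference control for full effect; nearly all actives have a fitted effect of over 55% in size; some results filed as inactive show a strong effect at the top dose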
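Galactose (2%) drives FUS expression in yeast precultured in raffinose; seeding density OD 0.005. Test compounds incubated 24hr at 30C and 99% humidity before absorbance at 600 nm was measured.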
EPAC1 agonist = agonists of human EPAC1; O95398; EPAC1 agonist qHTS, biochemical assay; response scale: 100% = response to 6.5 mM cAMP; Potency, µM (series often up to 154 µM), inactives show at the highest dose activation, most hits filed as activators; hit rate 0.073% among 360,000; AID 720707; note: nearly all actives have a fitted effect of over 60% in size
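Normalized to 6.5 mM cAMP, activity reflects EPAC1-catalysed release of BODIPY-GDP from Rap1B, followed kinetically over 30 min at 480 nm excitation, 540 nm emission. Reaction contained 100 nM EPAC1, 250 nM Rap1B-BODIPY-GDP, 50 uM GDP.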
EPAC2 agonist = EPAC2 (human) agonism; EPAC2 activation, biochemical qHTS; response scale: 100% = 6.5 mM cAMP response; Potency, µM (highest dose often 154 µM), inactives show top-dose activation, most hits filed as activators; hit rate 0.079% among 360,000; AID 720711; note: nearly all actives have a fitted effect of over 50% in size
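Readout is BODIPY fluorescence (480 nm excitation, 540 nm emission), which falls as labeled GDP is exchanged off Rap1B. EPAC2 at 100 nM acted on 250 nM RAP1B-BODIPY-GDP with 50 uM GDP present.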
PTHR1 ag = activates the human parathyroid hormone receptor PTHR1. Q03431. HEK293 GP2 PTHR1 cells, GloSensor cAMP luminescence, 1 h. Potency, µM (doses to about 115 µM), for inactives: at the top dose activation, hits mostly activators. hit rate 0.075% among 410,000. AID 743266; note: nearly all actives have a fitted effect of over 55% in size; some results filed as inactive show a strong effect at the top dose; inactives centre near -15; many of its hits are not listed in these tables
Target sequence (Q03431 whole entry, looked up): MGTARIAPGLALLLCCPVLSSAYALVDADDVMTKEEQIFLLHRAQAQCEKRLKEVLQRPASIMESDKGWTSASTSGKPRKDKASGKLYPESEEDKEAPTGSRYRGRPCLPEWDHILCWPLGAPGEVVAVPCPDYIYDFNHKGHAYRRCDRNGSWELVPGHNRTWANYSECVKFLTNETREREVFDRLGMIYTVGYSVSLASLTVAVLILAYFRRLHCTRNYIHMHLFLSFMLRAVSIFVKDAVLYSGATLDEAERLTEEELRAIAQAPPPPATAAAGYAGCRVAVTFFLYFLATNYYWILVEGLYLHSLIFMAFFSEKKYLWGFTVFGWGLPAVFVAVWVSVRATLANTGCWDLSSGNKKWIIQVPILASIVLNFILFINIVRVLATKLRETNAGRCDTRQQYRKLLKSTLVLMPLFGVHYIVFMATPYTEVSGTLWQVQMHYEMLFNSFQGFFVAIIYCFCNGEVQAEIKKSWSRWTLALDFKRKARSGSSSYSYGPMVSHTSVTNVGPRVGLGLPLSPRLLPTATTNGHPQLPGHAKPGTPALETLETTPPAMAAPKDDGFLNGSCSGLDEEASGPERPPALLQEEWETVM
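HEK-293-derived GP2 cells expressing PTHR1 and a GloSensor cAMP reporter, 3,000/well, plated overnight, given luciferin plus IBMX (each 0.5 mM as added) for 1 h at 37 °C, then compound for 1 h at 37 °C. Luminescence was read after 15 min at room temperature.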
EPAC1 antagonist = blocks human EPAC1 exchange factor | EPAC1 GEF assay, Rap1b-BODIPY-GDP exchange fluorescence | Potency, µM (series often up to 115 µM), without a hit: at the top dose activity change, negative = inhibition, usual class: inhibitors | hit rate 0.14% among 360,000 | AID 720709;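 note: plate controls were vehicle for no effect and positive control for full effect; nearly all actives have a fitted effect of over 50% in size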
aSyn rescue = inhibitors of alpha-synuclein toxicity in yeast; Potency, µM (doses to about 46.1 µM), for inactives: at the highest dose growth rescue (activation), most hits filed as activators; Yeast expressing alpha-synuclein, growth rescue, BacTiter-Glo, 24 h; hit rate 0.14% among 370,000; note: % of control where 0% means no effect; nearly all actives have a fitted effect of over 65% in size
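Galactose-induced alpha-syn yeast (OD600=0.02, raffinose-pregrown) + pinned cpd, 24 hr, 30 deg C; growth by BacTiter-Glo luminescence. Growth restoration scores as activation.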
The depositor's hits bear a star; i = inactive; ? = inconclusive; . = not tested or not shown; & = joins results of further samples; [ ] = another dose, or the depositor's remark. Calls come from the whole dose curve; as a rule, active = well fitted curve in the direction sought with a large enough effect; inconclusive = small, poorly fitted or top-dose-only effect, or another doubt; inactive = no such curve, though single readings can be large; an effect the other way counts as inactive or inconclusive. Potency is the fitted concentration of half-maximal effect. These rows are one share of the data. The share of hits here may be higher or lower than overall.

SMILES	TDP-43 yeast inh	EPAC2 antagonist	FUS suppressor	EPAC1 agonist	EPAC2 agonist	PTHR1 ag	EPAC1 antagonist	aSyn rescue
COc1ccccc1Nc1nc(N)nc(CCl)n1	-86%[inhibitor]	8%	-4%	0%	9%	i	6%	8%
O=S(=O)(c1ccccc1Cl)N1CCCC(c2nc(-c3cccnc3)no2)C1 (stereo not drawn)	21%	-8%	19%	3%	3%	-13%	?	7%
O=C(Nc1cc(C(F)(F)F)ccc1N1CCOCC1)C1CCCO1 (stereo not drawn)	9%	-2%	.	2%	20%	i	14%	-4%
CC1(C)CC(=O)C(CC(=O)N2CCC(Cc3ccccc3)CC2)C(=O)C1	-8%[0.397 µM]	-6%	12%	4%	1%	-20%	4%	-4%
Nc1nccnc1C(=O)OCC(=O)N1CCN(S(=O)(=O)c2ccc(Cl)cc2)CC1	22%	-2%	33%	5%	1%	i	8%	2%
CCN(C(=O)C(C)OC(=O)CCCNC(=O)c1ccc(Cl)cc1)c1ccccc1 (stereo not drawn)	18%	14%	9%	-14%	1%	-31%[inhibitor]	4%	8%
COCc1[nH]nc2c1C1(C(=O)Nc3ccc(F)cc31)C(C#N)=C(N)O2 (stereo not drawn)	-8%	10%	2%	-7%	3%	i	7%	-14%
O=C(Nc1ccc(Cl)cc1)OCc1cc(-c2ccccc2)on1	7%	2%	-2%	2%	3%	i	10%	-4%
Cc1ccc(C)c(S(=O)(=O)N2CCN(C(=O)CN3C(=O)C4CC=CCC4C3=O)CC2)c1 (stereo not drawn)	21%	2%	11%	2%	-2%	-1%	1%	2%
O=C(Nc1ccccc1Cl)N1CCSc2ccccc21	6%[9.22 µM]	?	-33%&-9%	0%	9%	-15%&5%	6%	-1%
CN(c1ccc(OCC(=O)NC2CCC(O)CC2)cc1)S(=O)(=O)c1ccc(Cl)cc1 (stereo not drawn)	-3%	-2%	25%	-2%	4%	i	-9%	9%
CC(NC(=O)c1nn(C)c(=O)c2ccccc12)c1ccccc1 (stereo not drawn)	30%	13%	6%	-4%	-4%	-1%[57.5 µM]	4%	-14%

Copied from the list.
aSyn rescue with `O=C(Nc1ccc(Cl)cc1)OCc1cc(-c2ccccc2)on1` : -4%
aSyn rescue with `Nc1nccnc1C(=O)OCC(=O)N1CCN(S(=O)(=O)c2ccc(Cl)cc2)CC1` : 2%
EPAC1 antagonist with `CCN(C(=O)C(C)OC(=O)CCCNC(=O)c1ccc(Cl)cc1)c1ccccc1` (stereo not drawn) : 4%
EPAC1 agonist with `O=S(=O)(c1ccccc1Cl)N1CCCC(c2nc(-c3cccnc3)no2)C1` (stereo not drawn) : 3%
TDP-43 yeast inh with `CC(NC(=O)c1nn(C)c(=O)c2ccccc12)c1ccccc1` (stereo not drawn) : 30%

New compounds follow.
SMILES	TDP-43 yeast inh	EPAC2 antagonist	FUS suppressor	EPAC1 agonist	EPAC2 agonist	PTHR1 ag	EPAC1 antagonist	aSyn rescue
COc1ccc(Cc2c(O)nc(SCC(C)C)[nH]c2=O)cc1	20%	12%	-17%	15%	16%	-25%	6%	1%
O=C(CSCc1cccc(Br)c1)NC1CC1	22%	13%	.	-1%	-1%	i	10%	-5%
CCOc1ccc(-c2cc(C(=O)NCc3ccc(C(F)(F)F)cc3)[nH]n2)c(C)c1	24%	5%	-12%	-12%	-4%	i	-16%	-2%
CCc1ccc(NS(=O)(=O)c2ccc3oc(=O)ccc3c2)cc1	-2%	7%	11%	-1%	15%	-21%	-25%	7%
C=CCn1c(NCCO)nc2sc3c(c2c1=O)CCC3	0%	2%	17%	-4%	5%	i	-7%	0%
COc1ccccc1N1CCN(C(=O)COc2ccc(Cl)cc2Br)CC1	14µM*	-3%	35%	14%	9%	-2%[57.5 µM]	-8%	28µM*
Cc1cc(=O)n2nc(N3CCCC3C(=O)Nc3ccccc3C)sc2n1 (stereo not drawn)	8%	6%	1%	1%	19%	-21%	5%	?
O=S(=O)(O)c1nc2ccccc2n1Cc1ccc(Cl)cc1Cl	26%	-46%	-2%	-15%	-7%[15.6 µM]	-19%[57.5 µM]	-7%	13%
COc1ccc(OC)c(NC(=O)c2[nH]c(C)c(C(C)=O)c2C)c1	20%	0%	.	-4%	3%	i	-2%	-2%
CCC(C)c1ccc(O)c(NC(=O)c2ncn[nH]2)c1 (stereo not drawn)	-17%	6%	6%	-3%	5%	i	7%	-6%
Cc1nc(NC(=O)/C=C/c2ccccc2)sc1C(=O)NCCO	10%	-2%	-10%	3%	5%	i	-25%	2%
COc1ccc(NC(=O)c2cc(C3CC3)on2)c(OC)c1	4%	6%	-3%	-18%	-11%	i	14%	-7%
CCc1cc2cc(C(=O)Nc3ccccc3F)sc2s1	-7%	0%	3%	10%	14%	-26%[57.5 µM]	-6%	1%
Cc1cccc(/C(N)=N/OC(=O)N2c3ccccc3Sc3ccccc32)c1	?	0%	13%	20%	7%	-15%	-30%	-64%[inhibitor]
O=C(NN1C(=O)c2cc(Br)ccc2NC1c1ccccc1Cl)c1ccncc1 (stereo not drawn)	7%	10%	.	-6%	-4%	i	-6%	-7%
CCCCSc1nnc2n(CCc3ccccc3)c(=O)c3c4c(sc3n12)COC(C)(C)C4	-6%	-25%	7%	-3%	5%	-4%[57.5 µM]	-9%	-6%
CC(C)N1C(=S)SC(C)(C)C1NO (stereo not drawn)	24%	5%	-44%	4%	10%	-9%	-16%	4%
COc1ccc(N2C(=O)CC(N3CCC(O)(c4ccc(Br)cc4)CC3)C2=O)cc1 (stereo not drawn)	20µM*	1%	-10%	3%	-6%	-15%	8%	9%
COc1ccc(OC)c(C(=O)c2ccc(C(=O)Nc3ccc(NC(C)=O)cc3)cc2)c1	0%	16%	.	2%	3%	9%	23%	5%
CCOC(=O)C1(CCOC)CCN(Cc2ccccc2-c2ccco2)CC1	2%	-3%	-6%	1%	1%	i	1%	-2%
COc1ccc(Nc2cc(C(=O)NCCCN3CCN(C)CC3)c3ccccc3n2)c(OC)c1	-8%	-11%	?	5%	9%	i	-18%	-3%
CCOC(=O)c1sc(=NC(=O)c2cccc(C)c2)n(C)c1C	-1%	3%	-5%	5%	5%	i	-11%	5%
CCc1ccc(C(=O)COC(=O)c2ccccc2OC)cc1	2%	-6%	.	6%	0%	-25%	-3%	9%
Cc1cc(NC(=O)c2ccc(Cl)cc2)c(C(C)C)cc1O	0%	10%	-27%	-9%	2%	i	0%	.
O=C(COC(=O)c1ccc(S(=O)(=O)C(F)F)cc1)Nc1cccnc1Cl	0%	-7%	16%	7%	2%	-10%	-4%	0%
CCCCn1c(N)c(N(CCC(C)C)C(=O)c2ccc(COc3ccccc3)o2)c(=O)[nH]c1=O	18%	2%	12%	?	-4%	i	-21%	-1%
COc1cccc(/C=C/C(=O)OCC(=O)N2c3ccccc3NC(=O)C2(C)C)c1	13%	21%	-13%	-4%	-8%	-16%	5%	0%
COc1ccccc1NC(=S)NC(=O)CC(C)C	?	-6%	-1%	-2%	9%	i	7%	-3%
O=C(NC(=S)NCCN1CCOCC1)c1ccc(Cl)cc1	-8%[0.397 µM]	-6%	-16%	-4%	4%	i	-7%	-1%
O=C1CC(C(=O)O)(c2ccccc2)c2cccc(F)c21 (stereo not drawn)	0%	5%	9%	5%	9%	-18%	-27%	3%
C1CCN(c2c3c(nc4nnnn24)CCCC3)CC1	-12%	0%	-12%	3%	-1%	i	-9%	-1%
CC1Sc2ccc(S(=O)(=O)N3CCC(C(=O)NCCc4ccccc4)CC3)cc2NC1=O (stereo not drawn)	-4%	1%	11%	0%	3%	-25%	-15%	13%
O=c1oc2cc(O)ccc2cc1-c1nc2ccccc2o1	2%	8%	8%	63µM*	?	-37%[inhibitor]	86%[activator]	-8%
Nc1cc(-c2ccc(Cl)cc2)nn1S(=O)(=O)c1ccc(Cl)cc1	7%	-6%	3%	-7%	2%	-16%	-19%	8%
COc1ccccc1N1CCN(S(=O)(=O)c2c[nH]c(=O)[nH]c2=O)CC1	-5%	22%	16%	5%	-2%	-19%	5%	-5%
CCC1CCc2c(sc(N)c2C(N)=O)C1 (stereo not drawn)	3%	3%	.	6%	-2%	-12%	-5%	-10%

The last two records of the section before come first, to join the parts:
SMILES	TDP-43 yeast inh	EPAC2 antagonist	FUS suppressor	EPAC1 agonist	EPAC2 agonist	PTHR1 ag	EPAC1 antagonist	aSyn rescue
COc1ccccc1N1CCN(S(=O)(=O)c2c[nH]c(=O)[nH]c2=O)CC1	-5%	22%	16%	5%	-2%	-19%	5%	-5%
CCC1CCc2c(sc(N)c2C(N)=O)C1 (stereo not drawn)	3%	3%	.	6%	-2%	-12%	-5%	-10%
COc1ccc(S(=O)(=O)N2CCN(C(=O)c3ccco3)CC2)cc1OC	-13%	-6%	14%	10%	1%	i	2%	-7%
O=C(Nc1ccc(F)cc1)NC1CCN(Cc2nnnn2Cc2ccco2)CC1	-2%	-7%	45%	9%	3%	i	3%	2%
O=C(CCCOc1ccc(Cl)cc1Cl)N1CCN(c2ccccn2)CC1	-9%	-18%	34%	26%	9%	i	?	9%
FC(F)(F)c1cc(-c2cccs2)nc(-n2cc(Cl)cn2)n1	?	10%	-5%	-1%	2%	i	-7%	0%
Cc1cc(C)cc(NC(=O)NC2CCN(CC(=O)Nc3cccc(Cl)c3C)CC2)c1	2%	2%	-4%	0%	-7%	-11%	2%	6%
CC(C)c1ccc(C(=O)NCCCN(C)C)cc1	10%	-1%	.	3%	6%	i	-23%	9%
CN(CCOc1ccccc1)C(=O)CCc1c[nH]c2ccccc12	9%	?	17%	-4%	5%	-2%	-9%	21%
Cc1ccc(C)c(OCCC(=O)NNC(=O)c2cc(C)oc2C)c1	?	-1%	-6%	1%	7%	-4%	-4%	7%
CCC(=O)NC(c1cc(Cl)c2cccnc2c1O)C1CC1 (stereo not drawn)	.	7%	-24%	0%	3%	5%	9%	.
COc1ccc(OC)c(N2CC(O)(c3cccs3)[N+]3=C2SCCC3)c1 (stereo not drawn)	-11%	-8%	13%	10%	19%	3%	18%	-1%
COc1ccc(CN(C)Cc2nc(Cc3cccc(F)c3)no2)c2cccnc12	21%	0%	7%	4%	15%	-90%[inhibitor]	-15%	-1%
O=C1c2cccnc2C(Nc2ccc(Br)cc2)N1Cc1cccs1 (stereo not drawn)	9%	-23%	-3%	11%	18%	-11%	-23%	1%
O=C(/C=C/c1ccc(F)cc1)Nc1cccc(S(=O)(=O)N2CCOCC2)c1	9%	1%	.	10%	1%	-31%[inhibitor]	-11%	-8%
O=C(Oc1ccccc1)Oc1ccc2c(c1)oc(=O)c1ccccc12	10%	4%	21%	-13%	1%	-7%[57.5 µM]	0%	16%
CCc1ccc(CNCCNCC(C)O)cc1 (stereo not drawn)	-11%	-10%	10%	13%	10%	i	-4%	8%

Source: PubChem BioAssay
